# MT1-MMP txn act: activates MT1-MMP transcription | HT1080 MT1-MMP promoter luciferase reporter, luminescence, overnight; hits give high values | activation factor at 10 µM | hit rate 0.16% among 86,000;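 active means activation factor of at least 2 for MT1-MMP transcription at 10 µM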
# Fibroblast inh: blocks proliferation of human lung fibroblasts; AID 719; hit rate 1.1% among 85,000; viability, % at 10 µM; LL 47 human lung fibroblast viability, ATP luminescence; hits give low values;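 active means viability at or below 50% in the single dose screen; inactive means viability above 50%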;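 further: compound exposure lasted 72 h before the ATP readout; 100% = median luminescence of untreated cell-only wells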
#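 test system = LL 47 human lung fibroblasts | amount = 1,150 fibroblasts seeded per well | medium = 15% FBS in IMEM | times = overnight cell rest, 72 h compound treatment at 37 °C | measured by = CellTiter-Glo luminescence measuring cellular ATP | read-out = viability percentage against median untreated-cell control | benchmarks = cell-only wells, no compound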
# H69AR inhibit: growth inhibitors of human H69AR lung tumor cells | H69AR lung tumor viability, ATP luminescence, 72 h; hits give low values | viability, % at 10 µM | hit rate 6% among 85,000 | AID 598;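 active means viability at or below 40%; inactive means viability above 40%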;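 further: multidrug resistant small cell line overexpressing MRP-1 efflux transporter; 100% = mean luminescence of untreated control wells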
# ERb SRC1 inh: blocks coactivator binding to human estrogen receptor beta; Q92731; TR-FRET ER-beta LBD / SRC1-Cy5 peptide binding; receptor agonist-loaded with 1 µM estradiol; inhibition, % at 25.6 µM; hit rate 1.3% among 86,000;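 active means compounds whose percent inhibition of the receptor-coactivator binding signal exceeds about 50% in the single-dose screen, limit read from the data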;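 further: 0% = receptor plus peptide wells without compound and 100% = peptide-only wells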
# ERa SRC1 inh: ER-alpha (human) coactivator binding inhibition. P03372. TR-FRET ER-alpha LBD / SRC-1 peptide, estradiol-bound. inhibition, % at 25.6 µM. hit rate 1.7% among 86,000. AID 629; in the data active means inhibition above about 50%;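 further: 0% = receptor plus peptide control and 100% = peptide only without receptor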
# Target sequence (P03372 whole entry, looked up, the tested form may be a part): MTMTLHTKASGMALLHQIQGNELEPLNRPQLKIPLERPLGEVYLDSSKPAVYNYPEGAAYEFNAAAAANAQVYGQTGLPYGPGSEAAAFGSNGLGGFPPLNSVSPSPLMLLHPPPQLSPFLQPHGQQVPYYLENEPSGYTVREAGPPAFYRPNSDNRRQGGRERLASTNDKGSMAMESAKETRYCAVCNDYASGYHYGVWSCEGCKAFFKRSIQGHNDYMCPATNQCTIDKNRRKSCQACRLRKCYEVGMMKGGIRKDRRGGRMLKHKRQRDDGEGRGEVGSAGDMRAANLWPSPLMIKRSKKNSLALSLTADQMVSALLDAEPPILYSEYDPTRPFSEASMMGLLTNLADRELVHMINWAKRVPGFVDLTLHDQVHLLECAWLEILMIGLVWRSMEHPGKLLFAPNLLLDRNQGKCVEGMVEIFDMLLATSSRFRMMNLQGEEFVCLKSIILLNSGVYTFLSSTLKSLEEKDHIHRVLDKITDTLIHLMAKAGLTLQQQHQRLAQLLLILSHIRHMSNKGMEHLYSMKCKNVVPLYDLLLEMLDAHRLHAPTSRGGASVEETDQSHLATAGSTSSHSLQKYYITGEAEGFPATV
# HUVEC prolif 384: human endothelial cell proliferation inhibition; HUVEC proliferation, CellTiter-Glo luminescence, 72 h; hits give low values; viability, % at 10 µM (by protocol); hit rate 1.1% among 86,000;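 active means viability at or below 30%; inactive means viability above 30%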;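 further: 100% = median luminescence of DMSO-only cell control wells on each plate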
# CD11b adhes enh: enhancers of human CD11b/CD18 binding to fibrinogen | P05107+P11215 | AID 1499 | K562 CD11b/CD18 adhesion to fibrinogen, ATPlite luminescence | hit rate 0.07% among 93,000 | activation, % at 10 µM;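 active means 10 µM primary screen giving 50% or more activity, confirmed by 40% or more on retest at that dose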; further: strong numbers were not always called active
# Smad3 inh: Smad3 (human) transcription factor binding inhibition. TR-FRET Smad3/Dy647-FoxH1 peptide binding, europium anti-His. hit rate 0.29% among 88,000. P84022. AID 630. inhibition, % at 25 µM;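 active means compounds that reduce the energy-transfer binding signal between the protein and its labelled peptide by more than half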;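 further: 0% = Smad3 plus labelled peptide maximal FRET and 100% = peptide-only background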
# Target sequence (P84022 whole entry, looked up): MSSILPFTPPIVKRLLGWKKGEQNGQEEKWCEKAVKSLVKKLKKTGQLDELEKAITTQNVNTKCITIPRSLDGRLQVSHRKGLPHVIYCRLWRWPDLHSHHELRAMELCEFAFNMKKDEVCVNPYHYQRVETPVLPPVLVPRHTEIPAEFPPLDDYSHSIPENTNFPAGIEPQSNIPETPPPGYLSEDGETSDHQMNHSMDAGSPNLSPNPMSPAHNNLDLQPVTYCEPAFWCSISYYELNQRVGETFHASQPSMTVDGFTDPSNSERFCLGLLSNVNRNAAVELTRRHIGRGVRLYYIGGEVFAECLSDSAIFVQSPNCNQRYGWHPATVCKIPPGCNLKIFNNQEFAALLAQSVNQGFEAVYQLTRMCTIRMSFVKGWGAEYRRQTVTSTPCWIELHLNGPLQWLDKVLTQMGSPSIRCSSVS
# ERa SRC1 pot: enhances coactivator binding to human estrogen receptor alpha; P03372; TR-FRET ERalpha-LBD/SRC-Cy5 coactivator binding, 2 h; 100 = basal binding, no effect; coactivator binding (% of control), % at 25.6 µM; hit rate 1.3% among 86,000; AID 639; in the data active means activity above about 200%;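 further: binding measured in presence of low estradiol as agonist stimulus; 0% = peptide alone without receptor and 100% = receptor with peptide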
# Active calls of the source: *; x = not tested or not shown; [ ] = another dose, or the depositor's remark.
compound	MT1-MMP txn act	Fibroblast inh	H69AR inhibit	ERb SRC1 inh	ERa SRC1 inh	HUVEC prolif 384	CD11b adhes enh	Smad3 inh	ERa SRC1 pot
COc1ccc(NC(=O)CN(C)S(=O)(=O)c2ccc3c(c2)CCC(=O)N3)c(OC)c1	x	95	97	8	-4	98	-4	-1	103
COC(=O)c1ccc(Oc2ccc3nncn3n2)cc1	1	104	112	-2	-37[fluorescence artefact?]	99	x	4	102
COc1ccccc1CNC(=O)COC(=O)c1cnccn1	1.2	105	92	7	2	100	0	6	115
Nc1cc(CN2C(=O)c3ccccc3C2=O)cc(Cl)c1O	1.1	101	34*	29	37	95	x	-2	80
O=C(Nc1c(C(=O)O)[nH]c2ccccc12)NC1CCCCC1	1.5	98	78	2	0	91	-2	-7	108
CC(=O)c1cccc(N=C2NC(=O)CS2)c1	1	106	77	16	3	87	-2	10	102
CC(C)(C)c1[nH]nc2c1C(c1ccc(OC(=O)c3ccco3)cc1)C(C#N)=C(N)O2 (centres undefined)	1	94	76	17	-1	92	x	2	85
COc1ccc(OC)c(C(c2nnnn2CCc2ccccc2)N2CCN(c3ccccc3)CC2)c1 (centres undefined)	1	93	89	-2	2	108	-2	12	124
COc1ccc(S(=O)(=O)N(C)CC(=O)NCc2cccnc2)cc1Cl	1.1	102	104	-17	1	100	3	2	105
O=C(CCS(=O)(=O)c1cccc2nonc12)NC1CCCCCC1	1.2	97	106	30	-15	101	-2	6	138[fluorescence artefact?]
CCCCN(C(=O)c1cc(OC)c(OC)c(OC)c1)C1=CC2CCC(C1)N2C (centres undefined)	1.1	95	78	-7	-3	94	-4	-11	141
Cc1ccccc1OCC(=O)Nc1ccc(N2CCN(C(=O)C(C)C)CC2)c(Cl)c1	0.9	99	66	-10	-36	55	x	5	93

# Next section, starting with the last 4 of the part before.
compound	MT1-MMP txn act	Fibroblast inh	H69AR inhibit	ERb SRC1 inh	ERa SRC1 inh	HUVEC prolif 384	CD11b adhes enh	Smad3 inh	ERa SRC1 pot
COc1ccc(S(=O)(=O)N(C)CC(=O)NCc2cccnc2)cc1Cl	1.1	102	104	-17	1	100	3	2	105
O=C(CCS(=O)(=O)c1cccc2nonc12)NC1CCCCCC1	1.2	97	106	30	-15	101	-2	6	138[fluorescence artefact?]
CCCCN(C(=O)c1cc(OC)c(OC)c(OC)c1)C1=CC2CCC(C1)N2C (centres undefined)	1.1	95	78	-7	-3	94	-4	-11	141
Cc1ccccc1OCC(=O)Nc1ccc(N2CCN(C(=O)C(C)C)CC2)c(Cl)c1	0.9	99	66	-10	-36	55	x	5	93
Cn1c(C(=O)OCC(=O)NCc2ccco2)cc2sccc21	1	97	82	9[fluorescence artefact?]	21	74	-1	6	125[fluorescence artefact?]
CCCCn1c(SCC(=O)N2CCCc3ccccc32)nc2c1c(=O)n(C)c(=O)n2C	1.1	105	63	9	20	79	5	-8	82
Cc1ccc2ccc(C(Nc3ccccn3)c3ccccc3)c(O)c2n1 (centres undefined)	x	75	28*	36	49	81	7	-10	50[fluorescence artefact?]
Cc1nn(Cc2ccc(F)cc2)c(C)c1NC(=O)c1cnn2cccnc12	1.1	104	88	4	-4	90	2	-6	116
O=C(CN1C(=O)c2ccccc2C1=O)Nc1ccccc1C(=O)NC1CCCCCC1	1.2	110	102	18[fluorescence artefact?]	-2	103	x	-15	89[fluorescence artefact?]
Cc1cc2nc(C3CCN(CC4COc5ccccc5O4)CC3)[nH]c2cc1C (centres undefined)	1	91	33*	-7	-9	5.9*	-2	1	101
CCOC(=O)CC1(c2ccccc2)CCOC(C)(C)C1 (centres undefined)	1.1	107	87	-4	-3	105	-1	1	95
CCOC(=O)C(C)Oc1cccc2c(=O)n(CC(=O)Nc3ccc4c(c3)OCCO4)ccc12 (centres undefined)	x	94	82	28	24[fluorescence artefact?]	83	16	-20	324*
CCOc1nc(-c2ccc(OC)cc2)ccc1-c1noc(-c2ccncc2)n1	1.2	94	x	38[fluorescence artefact?]	76*	93	28	9	138[fluorescence artefact?]
O=C(CSCc1ccccc1Cl)N1CCN(c2ccccn2)CC1	x	101	86	3[fluorescence artefact?]	1[fluorescence artefact?]	97	0	4	140
CCOC(=O)N1CCN(C(=O)c2ccccc2-c2ccccc2)CC1	0.5	68	19*	-5	-1	62	x	5	111
Cc1ccc(-c2nc3ccsc3c(=O)o2)cc1	1.3	104	81	17[fluorescence artefact?]	8	78	1	-12	87[fluorescence artefact?]
CC(C)n1c(N2CCN(C(=O)NCc3ccccc3)CC2)nc2ccccc21	1	97	95	16	14	112	-6	2	111
COc1ccc(OC(C)C(=O)Nc2cccc(OC)c2)cc1 (centres undefined)	1.2	103	96	6	-1	102	8	1	125
Cc1ccc2nsnc2c1S(=O)(=O)NCc1ccc2c(c1)OCO2	1.1	102	94	-1	1	99	x	7	105
COCCCNC(=O)C1CC(=O)N(CCc2ccccc2)C1 (centres undefined)	1.1	93	87	-15	2	86	-4	-1	105
CCOC(=O)CSc1nnc(-c2ccccc2OC)o1	1.2	98	67	7	5	104	-1	5	86
Cc1nc2[nH]onc2c2nccc(=O)c12	0.8	101	101	-2	-2	89	-1	15	111
CC(=NC1CCCC1)c1c(C)[nH]n(-c2nc3ccccc3s2)c1=O	0.8	95	72	-1	3	94	-4	9	88
O=C(O)c1cn(-c2ccccc2)nc1-c1ccncc1	1.2	109	104	-2	0	92	-3	10	112
Cc1nc2ccc(F)cc2cc1C(=O)NC(C)C	1.1	92	95	7	-2	104	0	8	69
O=C(CSc1nnnn1-c1ccc2c(c1)OCCO2)OC1CCCCC1	1.4	95	96	-1	-8	100	-2	9[fluorescence artefact?]	212*
Cc1cc(OCC(=O)N2CCCC2)ccc1Cl	1.3	103	97	-5	-9	98	-2	1[fluorescence artefact?]	104
CCCc1nc(SCC(=O)Nc2ccccc2OC)c2c(=O)n(C)c(=O)n(C)c2n1	1	81	81	0	17[fluorescence artefact?]	86	-4	5[fluorescence artefact?]	111[fluorescence artefact?]

# Overlap with the part before: 4 entries, followed by the next part.
compound	MT1-MMP txn act	Fibroblast inh	H69AR inhibit	ERb SRC1 inh	ERa SRC1 inh	HUVEC prolif 384	CD11b adhes enh	Smad3 inh	ERa SRC1 pot
Cc1nc2ccc(F)cc2cc1C(=O)NC(C)C	1.1	92	95	7	-2	104	0	8	69
O=C(CSc1nnnn1-c1ccc2c(c1)OCCO2)OC1CCCCC1	1.4	95	96	-1	-8	100	-2	9[fluorescence artefact?]	212*
Cc1cc(OCC(=O)N2CCCC2)ccc1Cl	1.3	103	97	-5	-9	98	-2	1[fluorescence artefact?]	104
CCCc1nc(SCC(=O)Nc2ccccc2OC)c2c(=O)n(C)c(=O)n(C)c2n1	1	81	81	0	17[fluorescence artefact?]	86	-4	5[fluorescence artefact?]	111[fluorescence artefact?]
COC(=O)C1C2C=CC3(CN(c4ccc(Cl)c(F)c4)C(=O)C13)O2 (centres undefined)	1.1	86	96	4	4	81	-2	7	122
COc1cccc(-c2cc(C(=O)O)no2)c1	1.1	105	99	3	6	88	-4	8	127
O=C(CSc1nnc(-c2ccco2)n1Cc1ccccc1)NC(=O)NCc1ccco1	1.1	96	67	20	23	90	4	-2	106
Cc1cc2cc(CNC(=O)c3cccs3)ccc2[nH]1	x	101	101	10	-4[fluorescence artefact?]	102	-6	5	114
CCOC(=O)Cn1c(=O)c2c(nc(Br)n2Cc2ccccc2Cl)n(C)c1=O	1.1	96	53	-12	-10	104	x	5	92
Cc1cccc2cc(CN(CC3CCCO3)C(=O)c3cccnc3)c3nnnn3c12 (centres undefined)	1.1	109	87	3[fluorescence artefact?]	7[fluorescence artefact?]	98	2	4	125[fluorescence artefact?]
CCCCCCCCn1c(=O)c(C(=O)OCC)c(O)c2ccccc21	x	99	94	1	3	96	-1	2	92
Cc1c(NC(=O)C2(c3ccccc3)CCCC2)c(=O)n(-c2ccccc2)n1C	1.1	105	112	-5	21	106	-2	0	100
Cc1c(NC(=O)Nc2ccc3c(c2)OCO3)c(=O)n(-c2ccccc2)n1C	1.2	97	99	5[fluorescence artefact?]	-1	96	-3	-4	108
O=C(CN(Cc1ccccc1F)C(=O)Cn1nnc(-c2cccs2)n1)NC1CCCCC1	1.1	96	95	13	20	110	-3	-18	103
O=S(=O)(CCc1nc2ccccc2s1)c1ccc(Cl)cc1	1	98	90	-5	-5	97	2	15	118
C/C=C(/C)C(=O)OC1c2c(ccc3ccc(=O)oc23)OC(C)(C)C1OC(C)=O (centres undefined)	1.2	94	59	-8	-3	96	x	6	103

# Single entries from the results shown:
# CD11b adhes enh, COC(=O)C1C2C=CC3(CN(c4ccc(Cl)c(F)c4)C(=O)C13)O2 (centres undefined) → -2
# Fibroblast inh, O=S(=O)(CCc1nc2ccccc2s1)c1ccc(Cl)cc1 → 98
# HUVEC prolif 384, COc1cccc(-c2cc(C(=O)O)no2)c1 → 88
# Fibroblast inh, CCCCCCCCn1c(=O)c(C(=O)OCC)c(O)c2ccccc21 → 99

# Next entries.
compound	MT1-MMP txn act	Fibroblast inh	H69AR inhibit	ERb SRC1 inh	ERa SRC1 inh	HUVEC prolif 384	CD11b adhes enh	Smad3 inh	ERa SRC1 pot
Cc1nnc(SCC(=O)N2CCN(c3ccccc3)CC2)n1-c1ccccc1	1.2	99	96	-8	-8	93	-4	-7	103[fluorescence artefact?]
Cc1cc(C)n2nc(C(=O)Nc3ccc4c(c3)OCO4)cc2n1	1	102	82	43	39	99	4	-19	56
Oc1ccccc1-c1cc(C(F)(F)C(F)F)nc(-c2ccccc2)n1	1.1	95	88	-5[fluorescence artefact?]	-8	90	-4	2	127[fluorescence artefact?]
C/C=C/C=[N+](\[O-])C(C)/C(=N/O)c1ccc(F)cc1 (centres undefined)	1.1	99	88	1	-44	105	4	7[fluorescence artefact?]	121
Cc1ccc(N2CCN(C(=O)N3CCCC3)CC2)cc1Cl	1.2	96	76	-4	-53	88	6	12	96
Cc1ccc(C2CC(c3cccs3)n3nc(N)nc3N2)cc1 (centres undefined)	1	100	95	-5	4	98	-1	1	119
Cc1ccc(N(CC(=O)N2CCOCC2)S(=O)(=O)c2ccccc2)cc1	1.1	99	89	33	22	97	x	0	85
CCOCCCn1c(=S)[nH]c2cc(C(=O)NCCOC)ccc2c1=O	1.1	106	94	-7	-8	109	-1	5	91
COc1cc2c(cc1OC)C(CC#N)=NC(C)(C)C2	1.1	90	96	5	9	108	0	5	109
CCCc1nnc(NC(=O)c2c(O)c3c([nH]c2=O)CCCC3)s1	1.8	105	96	-3[fluorescence artefact?]	18[fluorescence artefact?]	92	2	8	68[fluorescence artefact?]
CCCS(=O)(=O)N1CCCC(c2nc(-c3ccc(OC)cc3)no2)C1 (centres undefined)	1.4	108	104	-3	-10	112	-2	-5	99
O=C(NCCN1CCc2ccccc2C1)Nc1ccc(F)cc1	1.2	90	102	6	-6	85	1	1	106

# Source: PubChem (several laboratories)

# This is a subset; count on the stated rates, not on these rows.
